Screens: PubChem, NMMLSC
Bcl-W Bim block: human Bim-Bcl-W interaction inhibition | Q92843 | 190,000 compounds, 0.02% hits | inhibition, % at 10 µM | AID 952 | bead-based flow cytometry, Bim peptide-Bcl-W binding;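 note: 0% = bound tracer without compound and 100% = peptide blocker; higher means less fluorescent Bim peptide bound to Bcl-W beads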
Rab7 wt GTP bind: dog Rab7 wildtype GTP binding, inhibitors and activators | GST-Rab7 beads, fluorescent GTP binding, flow cytometry; actives lie on both sides; untreated = 100%, excess cold GTP = 0% | GTP binding activity (percent of control), % at 10 µM | 190,000 compounds, 0.055% hits | AID 758;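 active = fluorescent GTP binding to Rab7 beads changed by at least 20 points from the 100% baseline, either direction, mostly lower; inconclusive = compound itself probably fluorescent, or too few beads counted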;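 note: median green fluorescence of bound Bodipy-FL-GTP per Rab7 bead population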
Rab2A wt mod: changes GTP binding to wildtype dog Rab2A, up or down | 190,000 compounds, 0.19% hits | GST-Rab2 wt beads, Bodipy-GTP binding, flow cytometry | P61105 | GTP binding activity, % at 10 µM;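 active = GTP binding activity at least 20 points away from 100%, either lowered or raised; inconclusive = signal likely due to the compound's own green fluorescence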;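 note: 0% = beads with excess unlabeled GTP and 100% = no-compound control corrected for plate trend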
Rac1 mut GTP: human Rac1 activated mutant GTP binding change; GST-Rac1 activated beads, fluorescent GTP binding, flow cytometry; actives lie on both sides; 100% means binding = to untreated wells; 190,000 compounds, 0.11% hits; P63000; percent activity (GTP binding), % at 10 µM;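 active = GTP binding at least 20 percentage points away from the 100% baseline, in either direction, so actives lie on both sides; inconclusive = Compound likely fluorescent itself, or too few beads counted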
Bcl-XL Bim block: inhibitors of Bim-Bcl-XL interaction, human; Q07817; Bim peptide-Bcl-XL binding, bead flow cytometry, fluorescence; 190,000 compounds, 0.04% hits; inhibition, % at 10 µM
Target sequence (Q07817 whole entry, looked up): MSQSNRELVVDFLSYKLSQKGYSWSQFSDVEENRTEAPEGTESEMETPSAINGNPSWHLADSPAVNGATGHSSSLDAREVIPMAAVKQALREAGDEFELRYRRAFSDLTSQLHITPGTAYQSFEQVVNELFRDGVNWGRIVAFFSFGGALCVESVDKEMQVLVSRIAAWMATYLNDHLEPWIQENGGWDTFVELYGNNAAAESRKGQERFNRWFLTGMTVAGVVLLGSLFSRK
Bfl-1 Bim block: human Bim-Bfl-1 interaction inhibition; AID 1008; 190,000 compounds, 0.12% hits; Bead-based flow cytometry, Bim-Bfl-1 binding inhibition; Q16548; inhibition, % at 10 µM;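 note: 0% = wells without compound plus tracer and 100% = blocker peptide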
Bim-Bcl-B: disrupts Bim peptide binding to human Bcl-B. Q9HD36. bead-based flow cytometry. inhibition, % at 10 µM. 190,000 compounds, 0.073% hits. AID 951;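 note: 0% = tracer peptide without compound and 100% = reference inhibitor peptide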
Target sequence (Q9HD36 whole entry, looked up): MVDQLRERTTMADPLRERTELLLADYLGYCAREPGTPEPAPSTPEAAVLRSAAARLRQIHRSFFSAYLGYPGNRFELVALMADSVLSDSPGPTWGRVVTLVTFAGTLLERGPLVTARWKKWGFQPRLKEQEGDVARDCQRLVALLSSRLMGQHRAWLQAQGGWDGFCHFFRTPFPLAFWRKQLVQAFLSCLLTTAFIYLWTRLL
Rac1 wt GTP bind: alters GTP binding to wildtype human Rac1; P63000; GST-Rac1 beads, fluorescent GTP binding, flow cytometry; actives lie on both sides; 0 = cold GTP competed, 100 = untreated; GTP binding activity (% of control), % at 10 µM; 190,000 compounds, 0.27% hits;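 active = GTP binding activity at least 20 points away from the 100% control level, either lower or higher; inconclusive = compound flagged as likely green fluorescent, judged across all proteins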
Cdc42 wt GTP: human Cdc42 wildtype GTP binding change, either direction. P60953. GST-Cdc42 beads, Bodipy-GTP binding, flow cytometry; actives lie on both sides. percent activity (GTP binding), % at 10 µM. 190,000 compounds, 0.2% hits. AID 761;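 active = percent activity GTP binding at least 20 points away from the 100% baseline, either down as inhibitor or up as activator; inconclusive = compound flagged as likely green fluorescent from well-wide comparison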;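 note: median bead fluorescence of bound Bodipy-FL-GTP at 100 nM; 0% = excess unlabeled GTP control and 100% = no compound control; below 100% means less GTP binding so inhibitor and above means activator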
Target sequence (P60953 whole entry, looked up): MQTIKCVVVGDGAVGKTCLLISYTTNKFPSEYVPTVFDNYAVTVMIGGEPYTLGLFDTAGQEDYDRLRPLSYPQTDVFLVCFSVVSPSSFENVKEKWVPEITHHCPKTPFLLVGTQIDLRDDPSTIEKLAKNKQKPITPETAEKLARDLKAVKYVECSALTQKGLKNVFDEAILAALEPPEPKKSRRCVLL
HRas wt GTP bind: changes GTP binding to wildtype human HRas. GST-Ras wt beads, Bodipy-FL-GTP binding, flow cytometry; actives lie on both sides. GTP binding activity, % at 10 µM. 190,000 compounds, 0.14% hits;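 active = GTP binding activity at least 20% away from the 100% baseline, either lowered as inhibitor or raised as activator; inconclusive = flagged as likely green fluorescent, judged across all proteins in the well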;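 note: 0% = unlabeled GTP competition control and 100% = no-compound control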
Bim-Bcl-2: disrupts Bim peptide binding to human Bcl-2; P10415; Bead-based flow cytometry, Bim peptide-Bcl-2 binding; inhibition, % at 10 µM; 190,000 compounds, 0.06% hits; AID 950; in the data active = inhibition above about 40%; inconclusive = no clear call, values can overlap the other calls;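 note: 0% = no compound wells with probe peptide and 100% = reference peptide inhibitor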
Target sequence (P10415 whole entry, looked up): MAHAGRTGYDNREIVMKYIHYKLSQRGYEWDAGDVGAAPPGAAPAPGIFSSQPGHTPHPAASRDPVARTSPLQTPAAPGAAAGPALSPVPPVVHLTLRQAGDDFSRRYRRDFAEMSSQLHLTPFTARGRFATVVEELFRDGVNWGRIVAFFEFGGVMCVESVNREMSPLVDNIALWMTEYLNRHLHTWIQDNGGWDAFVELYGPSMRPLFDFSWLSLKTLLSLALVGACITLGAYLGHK
Active calls of the source: *; ? = inconclusive; . = not tested or not shown. Cut-off read from the data, not from the text of the source, unless noted: active = inhibition above about 40%.

SMILES	Bcl-W Bim block	Rab7 wt GTP bind	Rab2A wt mod	Rac1 mut GTP	Bcl-XL Bim block	Bfl-1 Bim block	Bim-Bcl-B	Rac1 wt GTP bind	Cdc42 wt GTP	HRas wt GTP bind	Bim-Bcl-2
Cc1cc(C)n(-c2nc(C(=O)O)cs2)n1	2	92	91	91	0	-5	-2	93	92	91	-2
Cc1nnc(SCC(=O)N(Cc2ccccc2)C(C)(C)C)[nH]c1=O	-1	96	95	96	-2	2	2	100	98	94	1
Cc1ccc(N=CC2=C(O)CC(c3cccc(Cl)c3)CC2=O)cc1 (stereo not given)	-3	97	99	98	-6	-19	-11	101	101	99	-3
COC(=O)c1ccc(N2C(=O)C3CC=CC(C)C3C2=O)cc1 (stereo not given)	-1	93	98	95	-3	-7	-1	102	96	99	-4
Cn1c(=O)c2ncn(CC(=O)N/N=C/C=C/c3ccccc3)c2n(C)c1=O	-4	108	101	98	-5	-8	-6	104	99	97	-4
CCOc1cc(/C=N/NC(=O)c2ccc(CN3CCOCC3)cc2)ccc1OC	-1	?	?	?	0	-2	0	?	?	?	1
Cc1ccc(C(=O)NC(=S)Nc2ccc(NC(=O)c3cccc(Cl)c3)cc2)cc1	-5	98	99	97	-8	-7	-6	103	106	98	-8
CC(=O)N1CCN(c2nc(C)nc3sc4c(c23)CCC(C)C4)CC1 (stereo not given)	-2	103	100	97	-11	-17	-7	107	100	101	-8
COc1ccc2c3c(c(=O)oc2c1OCC(=O)O)CCCC3	-3	95	92	96	-6	-9	-1	96	97	94	-6
O=C(c1nc2ccccn2c1CN1CCC(Cc2ccccc2)CC1)N1CCCC1	-4	97	96	94	-4	-4	-10	95	96	96	-4
O=C(NCC1CCCO1)c1c(O)c2ccccc2[nH]c1=O (stereo not given)	6	103	104	102	-2	-9	-9	111	104	104	-8
Cc1nnc(-c2cccc(Br)c2)c2cn(-c3cccc(Br)c3)nc12	4	94	94	95	-6	-8	2	97	96	95	-1
CC(C)NCc1cc(Br)ccc1OCc1ccccc1	-2	103	97	95	-1	-2	-5	98	96	99	-1
Cc1ccc(S(=O)(=O)/N=C(/c2ccc(F)cc2)N2CCCCC2)cc1	8	96	97	99	16	12	14	98	99	99	14
COc1ccc(NC(=O)C2Cc3ccccc3CN2C(=O)c2ccccc2)cn1 (stereo not given)	-3	100	100	98	-9	-14	-10	103	99	99	-8
O=C(c1ccc(N2CCCC2=O)cc1)N1CCCCCC1	-4	96	96	96	-3	-1	-5	97	96	97	-5
CCOc1ccc(S(=O)(=O)NNC(=S)Nc2ccc(Br)cc2)cc1	0	94	93	93	-4	-2	-1	98	96	94	-1
COC(=O)c1cc(Br)c(=O)n(CCc2ccc(F)cc2)c1	2	102	104	102	-3	-11	-6	112	107	104	-9
COc1ccc2c(=O)cc(C(=O)O)oc2c1	0	106	99	93	0	-3	0	96	97	100	0
COc1ccc(OCCSc2nc(N)cc(=O)[nH]2)cc1	-3	98	95	93	0	-4	-1	99	96	97	0
OCC(CO)(CO)N=Cc1c(O)ccc2ccccc12	-3	102	101	99	-10	-5	-8	108	104	102	0
COc1ccc(CCNc2nc(-c3ccco3)cc(C(F)(F)F)n2)cc1OC	1	97	101	98	4	3	3	100	98	96	0
O=C(O)CCC(=O)NCc1ccc(C(=O)O)cc1	-2	101	101	99	-2	0	-1	104	101	103	-4
Cc1ccc(NNC(=S)Nc2ccc(C(C)C)cc2)c(C)c1	-1	102	100	100	-4	-9	-18	104	99	100	-2
C=CCNC(=O)CCCOc1cc(C)ccc1C	0	95	99	99	-6	0	2	101	96	97	0
COc1ccc(/C=C/C(=O)Nc2ccc3nc4n(c(=O)c3c2)CCCC4)cc1OC	3	?	?	?	5	-6	-1	?	?	?	0
Cc1nn(-c2ccccc2)c2c1C(c1ccccc1)C(C#N)=C(N)O2 (stereo not given)	8	101	96	97	8	5	8	100	94	98	-1
CCc1ccc(NC(=O)Nc2ccc3c(c2)N(C)C(=O)CS3)cc1	1	99	102	101	-2	-10	-4	107	104	101	-6
C=CCNc1oc(-c2ccc(OCC)cc2)nc1C#N	0	91	93	95	1	2	0	92	95	95	-2
Cc1ccc(C)c(Cn2c(=O)n(-c3ccc(CC(=O)NCc4ccco4)cc3)c(=O)c3sccc32)c1	1	100	103	98	-1	-4	-6	103	102	103	-2

Sorted by formula weight (rising): part of the list above
SMILES	Bcl-W Bim block	Rab7 wt GTP bind	Rab2A wt mod	Rac1 mut GTP	Bcl-XL Bim block	Bfl-1 Bim block	Bim-Bcl-B	Rac1 wt GTP bind	Cdc42 wt GTP	HRas wt GTP bind	Bim-Bcl-2
COc1ccc(OCCSc2nc(N)cc(=O)[nH]2)cc1	-3	98	95	93	0	-4	-1	99	96	97	0
Cc1ccc(NNC(=S)Nc2ccc(C(C)C)cc2)c(C)c1	-1	102	100	100	-4	-9	-18	104	99	100	-2
CCc1ccc(NC(=O)Nc2ccc3c(c2)N(C)C(=O)CS3)cc1	1	99	102	101	-2	-10	-4	107	104	101	-6

Following part
SMILES	Bcl-W Bim block	Rab7 wt GTP bind	Rab2A wt mod	Rac1 mut GTP	Bcl-XL Bim block	Bfl-1 Bim block	Bim-Bcl-B	Rac1 wt GTP bind	Cdc42 wt GTP	HRas wt GTP bind	Bim-Bcl-2
Cc1ccc2nc(SCc3nnc(-c4ccccc4Br)o3)[nH]c2c1	0	102	102	99	0	-1	-1	101	101	101	2
O=C(CN1C(=O)C2CC=CCC2C1=O)NCc1cccs1 (stereo not given)	1	96	98	97	0	-2	0	97	100	98	0
COCCN(C(=O)c1csnn1)C(C(=O)NC1CCCCC1)c1cccs1 (stereo not given)	-1	104	102	98	-2	-15	-6	109	101	103	-6
CCC(CC)C(=O)Nc1ccc(C(=O)c2ccccc2)cc1	-3	102	101	98	-5	-1	-9	102	96	102	-4
COc1ccc(NCc2nnc(SCC(=O)c3ccc(C)cc3)o2)cc1	6	101	99	100	5	5	4	104	101	99	1
COc1ccc(C2CC(=O)c3c(C)nc(N4CCN(c5ccccc5)CC4)nc3C2)cc1 (stereo not given)	-5	96	94	94	-2	-3	-4	94	93	94	0
CS/C(=C/[N+](=O)[O-])Nc1cccc2c1C(C)CC2(C)C (stereo not given)	-1	107	106	101	-4	-4	-3	99	101	101	0
N#C/C(=C(/O)CSc1nnc(Cc2cccs2)n1C1CCCCC1)c1nc2ccccc2[nH]1	9	106	100	98	2	9	5	110	105	101	7
Cn1nccc1C(=O)NCCN1C(=O)OC(C)(C)C1(C)O (stereo not given)	3	104	106	99	-8	-7	-7	107	106	105	-10
COCC(C)NC(=O)/C=C/c1ccc(OC)cc1 (stereo not given)	3	92	94	95	3	1	0	96	94	93	-1
CCCNC(=O)c1ccccc1NC(=O)c1ccccc1N(C)S(=O)(=O)c1ccc(C)cc1	.	102	101	98	2	.	.	102	101	102	.
COc1ccc(-c2nn(-c3ccccc3)cc2CNC(C)Cn2cncn2)c(F)c1 (stereo not given)	0	106	99	97	-2	-6	-10	100	97	97	-3
COc1ccc(/C=N/NC(=O)c2sccc2OCc2ccc(F)cc2)cc1OC	0	92	94	95	1	0	1	92	94	96	-1
COc1cc([C@H](Cc2ccccc2)NC(C)=O)oc(=O)c1	-2	104	96	94	-8	-6	-4	96	94	96	-4
Cc1ccc(N2C(=O)c3ccc(C(=O)NCCN4CCOCC4)cc3C2=O)cc1	1	100	98	99	-6	-13	-3	102	101	101	-3
COCc1cc(C)nc(SC)c1C#N	-1	104	100	95	-4	-5	-7	100	100	98	-3
CCN(CC(=O)NC(C)(C)C)C(=O)c1ccc2c(c1)S(=O)(=O)c1ccccc1C2=O	0	96	97	96	-1	-4	-5	98	95	93	-3
Cc1ccc(C(=O)Nc2nc3ccccc3s2)s1	-3	94	97	97	-3	0	-3	95	99	98	-5
Cc1[nH]c2ccccc2c1/C=N/Nc1ccccc1[N+](=O)[O-]	2	95	93	94	1	5	0	95	93	93	3
CCC(Sc1nc2ccccc2c(=O)[nH]1)C(=O)Nc1ccc(C(C)=O)cc1 (stereo not given)	-1	94	91	91	-8	-3	-7	95	93	92	0
COc1ccc(-n2c(Cc3cccn3C)nnc2SCC(=O)Nc2cccc(OC)c2)cc1	1	99	100	98	-1	-3	-1	105	97	100	-4
COc1cccc(OC)c1C(=O)Nc1ccc(Cc2ccncc2)cc1	0	100	96	97	0	-16	-4	101	100	97	-11
COc1ccc(OC)c(NC(=O)c2c(NC(=O)c3ccco3)sc3c2CCC3)c1	-2	99	103	100	-6	-13	-11	104	103	103	-5
CC(C)NC(=O)c1cccc(Br)c1	3	98	102	102	-1	-8	-4	108	104	103	-7
Cc1cc(C)nc(NS(=O)(=O)c2ccc(NC(=O)CN3C(=O)S/C(=C\c4ccccc4)C3=O)cc2)n1	-9	94	94	96	-9	-12	-4	98	93	97	-4

Of the compounds above, these contain an NH in an aromatic ring:
SMILES	Bcl-W Bim block	Rab7 wt GTP bind	Rab2A wt mod	Rac1 mut GTP	Bcl-XL Bim block	Bfl-1 Bim block	Bim-Bcl-B	Rac1 wt GTP bind	Cdc42 wt GTP	HRas wt GTP bind	Bim-Bcl-2
Cc1nnc(SCC(=O)N(Cc2ccccc2)C(C)(C)C)[nH]c1=O	-1	96	95	96	-2	2	2	100	98	94	1
O=C(NCC1CCCO1)c1c(O)c2ccccc2[nH]c1=O (stereo not given)	6	103	104	102	-2	-9	-9	111	104	104	-8
COc1ccc(OCCSc2nc(N)cc(=O)[nH]2)cc1	-3	98	95	93	0	-4	-1	99	96	97	0
Cc1ccc2nc(SCc3nnc(-c4ccccc4Br)o3)[nH]c2c1	0	102	102	99	0	-1	-1	101	101	101	2
N#C/C(=C(/O)CSc1nnc(Cc2cccs2)n1C1CCCCC1)c1nc2ccccc2[nH]1	9	106	100	98	2	9	5	110	105	101	7
Cc1[nH]c2ccccc2c1/C=N/Nc1ccccc1[N+](=O)[O-]	2	95	93	94	1	5	0	95	93	93	3
CCC(Sc1nc2ccccc2c(=O)[nH]1)C(=O)Nc1ccc(C(C)=O)cc1 (stereo not given)	-1	94	91	91	-8	-3	-7	95	93	92	0
